Assay outcomes: PubChem, several laboratories
ER stress rescue = rescue of cells from ER stress-induced death, primary screen, 384-well, CSM14.1, thapsigargin, ATP luminescence (AID 1222); CSM14.1 thapsigargin-induced death rescue, ATP luminescence; higher % means a stronger effect; one-dose cellular ATP content (survival), % at 20 µM; EC50 in µM for titrated hits; 190,000 tested, under 10 active;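 active means EC50 below 50 µM in the dose-response confirmation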;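 further: death triggered by thapsigargin at about 15 µM added after 2 h compound pretreatment; cell ATP read after overnight thapsigargin exposure of roughly 18 to 22 hours; normalized against plate controls of thapsigargin alone and 5% DMSO vehicle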
human PMI inhibition = inhibitors of human PMI, primary screen, biochemical, fluorescence intensity, coupled assay (AID 1209) | purified PMI enzyme, coupled fluorescence intensity; higher % means a stronger effect | inhibition, % at 20 µM; hits with a dose series show IC50 in µM | Mannose-6-phosphate isomerase (Homo sapiens) | 190,000 compounds, 0.42% hits;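 further: plate controls were DMSO vehicle for no effect and wells lacking substrate for full effect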
Salmonella PhoP GFP = inhibitors of PhoP regulon expression, primary screen, Salmonella Typhimurium, GFP reporter (AID 1863); S. Typhimurium PhoP-regulated promoter GFP reporter, 4 h; higher % means a stronger effect; one-dose inhibition, % at 50 µM; IC50 in µM for titrated hits; 300,000 compounds, 0.16% hits;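 active means inhibition over 29.93%, a cutoff 3 SD above the screen mean, later confirmed by dose response; inconclusive means inhibition over 29.93% but no dose response follow-up; inactive means inhibition at most 29.93% or unconfirmed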;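 further: 0% = low Mg2+ inducing control and 100% = high Mg2+ repressing control; strong numbers were not always called active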
TNAP activation fold = human TNAP enzyme activators, primary screen, biochemical, luminescent, no phosphate acceptor, uHTS (AID 1001); Alkaline phosphatase, tissue-nonspecific isozyme (Homo sapiens); purified TNAP, luminescent activation assay, no phosphate acceptor; higher activation fold means a stronger effect; one-dose activation fold at 20 µM; EC50 in µM for titrated hits; 200,000 compounds, 0.03% hits; in the data active means activation fold from about 3, or a potency from the dose series; inactive means the rest, 99 in 100 with activation fold below about 1.6; further: many of its hits are not listed in these tables
West Nile antiviral = West Nile virus antiviral activity, cell-based, CPE readout (AID 1621); West Nile virus-infected cells, CPE inhibition; higher % means a stronger effect; CPE inhibition, % at 10 µM; hits with a dose series show IC50 in µM; 290,000 compounds, 0.02% hits; in the data active means a potency from the dose series; inconclusive means CPE inhibition mostly from about 3.7% at the one dose, without a potency; inactive means the rest, 99 in 100 with CPE inhibition below about 2.2%; further: strong numbers were not always called active
Ins promoter up = insulin promoter activators in MIN6 cells, imaging, high-content screening, mouse beta cells; 190,000 compounds, 0.3% hits; z-score at 5 µM; MIN6 insulin promoter-GFP reporter; active compounds read high; AID 1625, 2009;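 active means z-score above 3 at 5 µM with at least 500 cells counted in the well; inconclusive means wells under 500 cells, flagged as cytotoxic or low count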
human PMI inhibitors = human PMI inhibitors, high substrate, primary screen, biochemical, fluorescence intensity, high mannose 6-phosphate (AID 1220). recombinant PMI enzyme, coupled fluorescence intensity; higher % means a stronger effect. inhibition, % at 20 µM, or IC50 in µM where a hit was titrated. 190,000 compounds, 0.66% hits
RSV CPE inhibition = RSV antiviral activity via CPE protection, HEp-2 cells, primary 10 µM value included (AID 2391). HEp-2 cells, RSV-induced CPE inhibition; higher % means a stronger effect. one-dose CPE inhibition, % at 10 µM; IC50 in µM for titrated hits. 310,000 compounds, 0.13% hits; in the data active means a potency from the dose series; inconclusive means CPE inhibition mostly from about 23% at the one dose, without a potency; inactive means the rest, 99 in 100 with CPE inhibition below about 21%; further: strong numbers were not always called active
Large T inhibition = SV40 large T antigen inhibitors, biochemical (AID 1903); SV40 large T antigen ATPase/helicase inhibition assay; higher % means a stronger effect; 310,000 compounds, 0.39% hits; inhibition, % at 20 µM, or IC50 in µM where a hit was titrated; in the data active means a potency from the dose series; inconclusive means inhibition mostly from about 32% at the one dose, without a potency; inactive means the rest, 99 in 100 with inhibition below about 32%; further: strong numbers were not always called active
Ins promoter up cell count = also measured in Ins promoter up; calls as there; cell count; measured here: cytotoxicity, nuclei count;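 total cells summed across four imaged fields per well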
* hit, by the source's call; ? = inconclusive; nt = not tested or not shown. Unless noted, no stated cut-off is given here; in the data, active means inhibition above about 50%; inactive means the rest.

nr	canonical_smiles	Salmonella PhoP GFP	West Nile antiviral	human PMI inhibitors	Ins promoter up	Ins promoter up cell count
1	Cc1cc(C(=O)COC(=O)CNC(=O)c2ccccc2)c(C)n1CC1CCCO1 (stereo not given)	7%	0.3%	1%	0.85	1233
2	CN(C(=O)COC(=O)c1cc(NS(=O)(=O)c2cc([N+](=O)[O-])ccc2Cl)ccc1O)C1CCCCC1	3%	0.1%	6%	0.39	1299
3	C=C1CCN([C@H](C(=O)NCc2ccc(Cl)c(Cl)c2)C(C)C)S(=O)(=O)c2ccccc21	-7%	-1.1%	nt	-0.34	1101
4	CCCCNC(=O)CSc1nnc(Cc2ccc(Cl)c(Cl)c2)c(=O)[nH]1	5%	-0.1%	nt	nt	nt
5	CCOc1cc(/C=C2/C(=N)N3OC(C)=CC3=NC2=O)ccc1OCCOc1ccccc1	-1%	0.2%	8%	nt	nt
6	O=C(OC(C(=O)NCc1ccc2c(c1)OCO2)c1ccncc1)c1ccc(Cl)nc1 (stereo not given)	3%	0.8%	-12%	-0.75	1283
7	CCN1CCN(C(=O)c2ccc(OCC(=O)Nc3ccc(F)cc3)c(OC)c2)CC1	-2%	-1.1%	0%	0.18	1221
8	Cc1cc(C)c(C#N)c(SCc2nnc(-c3ccccc3[N+](=O)[O-])o2)n1	8%	?	22%	-1.9	1325
9	CC(NC(=O)c1ccco1)c1nc(-c2ccccc2)no1 (stereo not given)	5%	-0.3%	nt	nt	nt
10	COc1cc(C(=O)Oc2ccccc2/C=N/NC(=O)c2ccc(Cl)cc2)cc(OC)c1OC	-6%	?	-3%	-4.3	504
11	COc1ccc(S(=O)(=O)N2CCc3ccccc32)cc1C(=O)O	0%	-0.3%	nt	nt	nt
12	COc1cc(C)nc(N(C)C(C)=O)n1	-4%	0.5%	-10%	0.15	1263

nr	Large T inhibition	TNAP activation fold	ER stress rescue	RSV CPE inhibition	human PMI inhibition
1	-2%	1.1	-1.5%	3.4%	0%
2	12%	1.1	-0.5%	8.1%	6%
3	9%	nt	nt	2.2%	nt
4	7%	nt	nt	1.8%	nt
5	1%	1	1.7%	3.2%	8%
6	2%	1	-0.4%	1.6%	-8%
7	4%	1	0.4%	-1.1%	-2%
8	7%	1	6.1%	15%	15%
9	1%	nt	nt	2.4%	nt
10	5%	1.2	-4.2%	19%	-8%
11	13%	nt	nt	1.6%	nt
12	8%	1.1	-2.2%	0.8%	-6%

The listing continues:
nr	canonical_smiles	Salmonella PhoP GFP	West Nile antiviral	human PMI inhibitors	Ins promoter up	Ins promoter up cell count
13	COCCn1c(SCc2ccc(OC)c(F)c2)nc2ccccc2c1=O	10%	-1.9%	-1%	-1.4	1263
14	CCc1ccc2nc(N(CCCN(C)C)C(=O)c3ccc(S(=O)(=O)N4CCCc5ccccc54)cc3)sc2c1	5%	13%	nt	nt	nt
15	COCCNC(=O)C(c1ccccc1)N(CCOC)C(=O)Cn1nnc2ccccc21 (stereo not given)	5%	-0.2%	8%	-0.36	1334
16	C=CCc1c(C)nc2c(OC)cccc2c1Cl	-1%	-0.4%	13%	nt	nt
17	CCCn1c(SCC(=O)NCCc2ccccc2)nnc1-c1cccnc1	29%	0.1%	9%	-0.1	1266
18	Cc1ccc(NC(=O)Cn2c(=O)c3cccn3c3ccccc32)cc1	-4%	-0.1%	nt	nt	nt
19	O=C(Cn1ccc(C(F)(F)F)n1)N/N=C/c1ccc2c(c1)OCO2	-4%	-0.2%	5%	1.2	1594
20	C[C@H](NC(=O)c1ccccc1Cl)C(=O)OC(C(=O)Nc1cc(C(F)(F)F)ccc1Cl)c1ccccc1 (stereo not given in full)	6%	0.2%	3%	-0.08	941
21	Cc1cnc(NC(=O)c2cc3c(C)nn(-c4ccccc4)c3s2)s1	-6%	1.8%	20%	-0.03	1839
22	CC1CC(C)CN(c2ccc([N+](=O)[O-])nc2)C1 (stereo not given)	-2%	-0.5%	48%	nt	nt
23	O=C(N1CCCCCC1)N1CCN(C(=O)N2CCOCC2)CC1	-9%	0.3%	-4%	-0.06	1164
24	O=C(NCc1cccs1)c1ccc([N+](=O)[O-])cc1	10%	-0.1%	-8%	0.66	1444

nr	Large T inhibition	TNAP activation fold	ER stress rescue	RSV CPE inhibition	human PMI inhibition
13	-6%	1.2	-1.6%	0.2%	4%
14	11%	nt	nt	50%	nt
15	-5%	1	1.9%	nt	7%
16	5%	1.1	-1.0%	41%	8%
17	-14%	1.1	0.0%	1.0%	10%
18	16%	nt	nt	1.3%	nt
19	0%	1.1	-0.9%	0.7%	14%
20	3%	1.1	-3.1%	4.1%	6%
21	8%	1	-2.5%	1.4%	18%
22	8%	1	2.0%	-3.0%	9%
23	-4%	1.1	nt	1.2%	1%
24	15%	1.2	-3.4%	0.5%	2%

Single records (already shown). Values in the order: Salmonella PhoP GFP | West Nile antiviral | human PMI inhibitors | Ins promoter up | Ins promoter up cell count | Large T inhibition | TNAP activation fold | ER stress rescue | RSV CPE inhibition | human PMI inhibition
O=C(N1CCCCCC1)N1CCN(C(=O)N2CCOCC2)CC1 is listed with -9% | 0.3% | -4% | -0.06 | 1164 | -4% | 1.1 | nt | 1.2% | 1%
CC1CC(C)CN(c2ccc([N+](=O)[O-])nc2)C1 (stereo not given) is listed with -2% | -0.5% | 48% | nt | nt | 8% | 1 | 2.0% | -3.0% | 9%

Later entries.
nr	canonical_smiles	Salmonella PhoP GFP	West Nile antiviral	human PMI inhibitors	Ins promoter up	Ins promoter up cell count
25	O=C1c2ccccc2NC(c2ccccc2)N1CCCN1CCOCC1 (stereo not given)	-1%	-0.2%	nt	0.43	1380
26	CCSCc1nnc(SCC(=O)Nc2nccs2)n1CC	-8%	0.3%	-2%	0.05	1605
27	CC(C)OCCCNC(=O)c1ccc2c(c1)ncn2C1CCCC1	-1%	nt	-1%	0.27	1355
28	Cc1ccc(N(C(=O)c2ccc3c(c2)OCO3)C2C=CS(=O)(=O)C2)cc1C (stereo not given)	-7%	-1.1%	nt	nt	nt
29	O=C(CSc1nnnn1-c1ccc(F)cc1)NC1CCCCC1	8%	-1.1%	14%	0.91	1165
30	COc1ccc(C2C(C(=O)Nc3cccc(C)n3)c3ccccc3C(=O)N2C)cc1 (stereo not given)	-15%	-0.3%	10%	-0.08	1323
31	CCn1c(-c2cccn(Cc3ccc(Cl)cc3Cl)c2=O)n[nH]c1=S	-3%	-0.9%	-2%	0.68	1170
32	Cc1cccc(N2CC(C(=O)Nc3nnc(SCC(=O)N4CCOCC4)s3)CC2=O)c1 (stereo not given)	-2%	0.1%	nt	nt	nt
33	Cc1ccc(-c2csc(NC(=O)COc3ccc(N(C)S(=O)(=O)c4ccc(C)cc4)cc3)n2)cc1	8%	-0.9%	8%	-1.7	1266
34	Cc1nc2ncnn2c(C)c1CCC(=O)NC(C)CCc1ccco1 (stereo not given)	-2%	0.0%	-6%	-0.36	1520
35	COc1ccc(NC(=O)CSc2nc3ccccc3c3nc4ccccc4n23)cc1	-10%	-0.7%	2%	nt	nt
36	Cc1cc(C)nc(NC(=O)c2ccc(OC(C)C)cc2)n1	6%	-0.5%	-5%	-0.05	927

nr	Large T inhibition	TNAP activation fold	ER stress rescue	RSV CPE inhibition	human PMI inhibition
25	6%	nt	nt	-0.3%	nt
26	1%	1.4	1.4%	-1.6%	3%
27	5%	1.1	-3.8%	0.7%	-3%
28	1%	nt	nt	0.4%	nt
29	7%	1	-2.6%	1.1%	16%
30	-1%	1.1	-1.4%	1.3%	8%
31	13%	1.1	3.0%	-1.0%	-5%
32	12%	nt	nt	2.3%	nt
33	12%	1.1	-0.1%	10%	14%
34	6%	1.1	-1.1%	-0.8%	-7%
35	9%	nt	1.0%	-0.1%	15%
36	6%	1.1	-2.0%	0.7%	-6%

Going on with the list:
nr	canonical_smiles	Salmonella PhoP GFP	West Nile antiviral	human PMI inhibitors	Ins promoter up	Ins promoter up cell count
37	CCOC(=O)C1=C(C)N(C)C(=S)NC1c1c(OCC)ccc2ccccc12 (stereo not given)	1%	-0.4%	26%	0.43	1555
38	CCCCCCSc1nc2c(c(=O)[nH]c(=O)n2C)n1C	-3%	0.6%	5%	-1.6	921
39	O=C(NCc1ccc2c(c1)OCO2)C1CCC(CNS(=O)(=O)c2cccc3nsnc23)CC1 (stereo not given)	17%	-0.3%	-2%	-0.73	984
40	CCOC(=O)C1CCN(c2c(NCCCN3CCN(Cc4ccccc4)CC3)c(=O)c2=O)CC1	-11%	-0.3%	-5%	?	nt
41	CC1=Nn2c(nnc2-c2n[nH]c3c2CCC3)SC1	-2%	0.8%	9%	-0.95	947
42	CCC1Sc2ccc(S(=O)(=O)CCC(=O)Nc3cc(C)ccn3)cc2NC1=O (stereo not given)	-6%	0.5%	nt	nt	nt
43	COc1ccc(N2CCN(C(=O)C3CCCN(S(=O)(=O)c4ccc(C)cc4)C3)CC2)cc1 (stereo not given)	1%	-0.6%	nt	nt	nt
44	O=C(N/N=C/c1ccc(F)cc1)c1ccccc1	-13%	0.0%	0%	-0.41	1382
45	CC(=O)c1c(C)n([O-])c2cc(F)c(F)cc2[n+]1=O	130µM*	-1.0%	-1%	?	nt
46	COc1ccc(CNC(=O)CN(C(=O)c2csnn2)c2ccc(C(C)=O)cc2)cc1	5%	-0.3%	nt	nt	nt
47	C/C(CC(=O)NC1C2CC3CC(C2)CC1C3)=N\NC(=O)Cc1cccs1 (stereo not given)	8%	-0.8%	-2%	-0.1	1388

nr	Large T inhibition	TNAP activation fold	ER stress rescue	RSV CPE inhibition	human PMI inhibition
37	5%	1.1	-2.0%	-1.2%	12%
38	3%	1.2	0.6%	7.9%	6%
39	5%	1.2	0.2%	-0.4%	-2%
40	9%	1.1	-0.5%	0.0%	-9%
41	7%	1	0.5%	1.0%	4%
42	8%	nt	nt	0.9%	nt
43	24%	nt	nt	9.5%	nt
44	7%	1.1	-4.8%	0.3%	-5%
45	23%	1.1	0.3%	-0.7%	-13%
46	8%	nt	nt	0.7%	nt
47	18%	1	-2.8%	0.7%	-3%

Molecules from the list above containing a CF3 group, in the order listed:
nr	canonical_smiles	Salmonella PhoP GFP	West Nile antiviral	human PMI inhibitors	Ins promoter up	Ins promoter up cell count
19	O=C(Cn1ccc(C(F)(F)F)n1)N/N=C/c1ccc2c(c1)OCO2	-4%	-0.2%	5%	1.2	1594
20	C[C@H](NC(=O)c1ccccc1Cl)C(=O)OC(C(=O)Nc1cc(C(F)(F)F)ccc1Cl)c1ccccc1 (stereo not given in full)	6%	0.2%	3%	-0.08	941

nr	Large T inhibition	TNAP activation fold	ER stress rescue	RSV CPE inhibition	human PMI inhibition
19	0%	1.1	-0.9%	0.7%	14%
20	3%	1.1	-3.1%	4.1%	6%
